# Screens: PubChem, National Center for Advancing Translational Sciences (NCATS)
# APEX1 inh: qHTS Assay for Inhibitors of the Human Apurinic/apyrimidinic Endonuclease 1 (APE1). DNA repair nuclease/redox regulator APEX1 (Homo sapiens), P27695. recombinant APE1, TAMRA/BHQ-2 abasic DNA cleavage fluorescence. Potency, µM (top dose mostly 65.8 µM), inactives show at the highest dose activity change, negative = inhibition, hits mostly inhibitors. 0.35% of 350,000 active. AID 2517, 2012;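 also: plate controls were vehicle for no effect and reference inhibitor for full effect; nearly all actives have a fitted effect of over 55% in size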
#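 Compound pre-exposure to 0.75 nM APE1, 15 min at ambient temperature. Reaction initiated with 50 nM TAMRA/BHQ-2 THF substrate, read immediately in kinetic mode, 525 nm excitation, 598 nm emission.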
# JMJD2A Tudor: qHTS Assay for Inhibitors of JMJD2A-Tudor Domain. Lysine-specific demethylase 4A (Homo sapiens), O75164. AlphaScreen JMJD2A-Tudor / H3K4me3 peptide binding. Potency, µM (series often up to 114 µM), without a hit: at the top dose activity change, negative = inhibition, hits mostly inhibitors. 4.4% of 390,000 active. AID 504339, 2011; also: % is scaled to controls: 0 for no effect and ±100 for the full control effect; nearly all actives have a fitted effect of over 50% in size
# Target sequence (O75164 whole entry, looked up, the tested form may be a part): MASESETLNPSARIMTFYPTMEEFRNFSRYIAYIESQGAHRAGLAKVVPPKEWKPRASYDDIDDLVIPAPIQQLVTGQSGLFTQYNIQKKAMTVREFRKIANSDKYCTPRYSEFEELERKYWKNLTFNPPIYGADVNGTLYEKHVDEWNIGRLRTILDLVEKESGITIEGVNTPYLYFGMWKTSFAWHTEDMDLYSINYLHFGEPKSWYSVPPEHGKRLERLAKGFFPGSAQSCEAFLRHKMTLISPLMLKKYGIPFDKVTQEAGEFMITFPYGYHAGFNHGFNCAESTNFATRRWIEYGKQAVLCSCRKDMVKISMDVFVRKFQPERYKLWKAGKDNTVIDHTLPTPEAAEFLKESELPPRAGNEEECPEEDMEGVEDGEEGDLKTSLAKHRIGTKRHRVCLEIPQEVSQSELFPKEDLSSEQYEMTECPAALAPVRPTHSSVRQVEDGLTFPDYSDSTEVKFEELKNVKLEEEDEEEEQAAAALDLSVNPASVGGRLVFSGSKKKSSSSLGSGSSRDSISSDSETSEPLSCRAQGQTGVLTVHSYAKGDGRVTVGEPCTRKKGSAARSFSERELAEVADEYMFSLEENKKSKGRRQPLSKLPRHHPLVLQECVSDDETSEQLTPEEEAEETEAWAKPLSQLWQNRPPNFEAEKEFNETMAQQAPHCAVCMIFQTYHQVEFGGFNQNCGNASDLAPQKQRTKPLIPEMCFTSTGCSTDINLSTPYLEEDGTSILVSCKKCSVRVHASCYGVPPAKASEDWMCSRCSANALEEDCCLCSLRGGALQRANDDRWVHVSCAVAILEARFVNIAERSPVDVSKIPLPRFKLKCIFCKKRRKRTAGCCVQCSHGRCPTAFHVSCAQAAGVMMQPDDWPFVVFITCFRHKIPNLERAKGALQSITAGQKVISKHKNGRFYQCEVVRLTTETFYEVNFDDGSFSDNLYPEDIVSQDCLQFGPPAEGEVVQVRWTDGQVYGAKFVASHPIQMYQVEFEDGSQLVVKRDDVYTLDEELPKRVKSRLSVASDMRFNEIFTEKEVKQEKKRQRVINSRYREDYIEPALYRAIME
# BLM inh: qHTS Assay for Inhibitors of Bloom's syndrome helicase (BLM); recombinant BLM DNA unwinding, fluorescence dequenching; Potency, µM (highest dose often 56.1 µM), inactives show at the highest dose activity change, negative = inhibition, actives largely listed as inhibitors; 0.2% of 350,000 active; AID 2528, 2010;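 also: plate controls were vehicle for no effect and no enzyme for full effect; nearly all actives have a fitted effect of over 35% in size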
# Pol eta inh: qHTS for Inhibitors of Polymerase Eta. DNA polymerase eta (Homo sapiens), Q9Y253. recombinant Pol eta, fluorescent DNA replication assay. Potency, µM (top dose mostly 114 µM), for inactives: at the top dose activity change, negative = inhibition, hits mostly inhibitors. 1.2% of 390,000 active. AID 588591, 2011; also: % is scaled to controls: 0 for no effect and ±100 for the full control effect
#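 Pol eta (10 nM) was preincubated with compounds for 15 min at room temperature, after which fluorescent replication substrate (50 nM final) was added to start the reaction. Fluorescence was read kinetically at 0 and 10 min.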
# Pol beta inh: qHTS Assay for Inhibitors of DNA Polymerase Beta | P06746 | Pol beta primer extension/strand displacement, fluorescence kinetic | Potency, µM (doses to about 114 µM), for inactives: at the top dose activity change, negative = inhibition, most hits filed as inhibitors | 1.3% of 340,000 active | AID 485314, 2010; also: % is scaled to controls: 0 for no effect and ±100 for the full control effect
#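 Preincubation: enzyme (10 nM) with compound, 15 min, RT. Reaction: substrate added to 50 nM final. Reads: 0 and 10 min. Analysis: normalized, Hill fit.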
# Pol iota inh: qHTS for Inhibitors of Polymerase Iota; Pol iota fluorescent replication assay, 10 min; Potency, µM (series often up to 115 µM), for inactives: at the top dose activity, negative = inhibition, hits mostly inhibitors; 1% of 390,000 active; AID 588590, 2011
#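 Fluorescent replication assay read twice, at 0 min and 10 min after adding 50 nM (final) substrate. Enzyme (10 nM) and compounds were first incubated 15 min at room temperature; enzyme-free buffer wells were negative controls.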
# POLK inh: qHTS for Inhibitors of Polymerase Kappa | Potency, µM (doses to about 107 µM), inactives show top-dose activity, negative = inhibition, actives largely listed as inhibitors | purified Pol kappa, fluorescent DNA synthesis assay, 10 min | 0.53% of 400,000 active | AID 588579, 2011; also: % is scaled to controls: 0 for no effect and ±100 for the full control effect
#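 Enzyme at 10 nM met test compounds for 15 min at room temperature. Substrate addition (50 nM final) began the reaction, which was monitored by fluorescence at 0 and 10 min.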
# BAZ2B inh: qHTS Assay for Inhibitors of BAZ2B | 4.4% of 360,000 active | AlphaScreen BAZ2B-H3K14Ac peptide displacement | AID 504333, 2011 | Potency, µM (highest dose often 114 µM), for inactives: at the top dose activity change, negative = inhibition, actives largely listed as inhibitors; also: % is scaled to controls: 0 for no effect and ±100 for the full control effect; nearly all actives have a fitted effect of over 60% in size
#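 Inhibition is scored as reduced AlphaScreen emission. The BAZ2B/b-H3(5-23)K14Ac complex (50 nM each) in PBS pH 7.4, 0.01% Tween-20 meets compound (up to 110 uM) for 30 min at RT before bead addition.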
# G9a block: qHTS Assay for Inhibitors of Histone Lysine Methyltransferase G9a; Histone-lysine N-methyltransferase EHMT2 (Homo sapiens), Q96KQ7; G9a H3K9 monomethylation, AlphaScreen, 2 h; Potency, µM (top dose mostly 102 µM), for the others: top-dose activity, negative = inhibition, usual class: inhibitors; 8.8% of 350,000 active; AID 504332, 2011; also: % is scaled to controls: 0 for no effect and ±100 for the full control effect; nearly all actives have a fitted effect of over 75% in size
#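 Enzyme 20 nM + cpd, 15 min RT; add b-H3K9 pep 500 nM / SAM 20 uM; 2 h RT; anti-H3K9me1 Ab 0.5 ug/mL + SA donor / anti-rabbit acceptor beads 20 ug/mL each, 10 min; AlphaScreen read.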
# * hit, by the source's call; ? = inconclusive; / = not tested or not shown; & = joins results of further samples; [ ] = another dose, or the depositor's remark. Calls follow the shape of the dose curve; as a rule, active = well fitted curve in the direction sought with a large enough effect; inconclusive = small, poorly fitted or top-dose-only effect, or another doubt; inactive = no such curve, though single readings can be large; an effect the other way counts as inactive or inconclusive. Potency is read from the fitted curve at half-maximal effect. An excerpt; count on the stated rates, not on these rows.
SMILES,APEX1 inh,JMJD2A Tudor,BLM inh,Pol eta inh,Pol beta inh,Pol iota inh,POLK inh,BAZ2B inh,G9a block
CN(C(=O)CSc1nnc(NCc2ccccc2)s1)C1CCS(=O)(=O)C1 (stereo not given),16%,16%,-3%,-21%,8%,70%[activator],6%,-4%,50µM*
CC(C)n1ncc2c(C(=O)NCc3ccccc3CN(C)C)cc(C3CC3)nc21,14%,-9%,/,-14%,/,29%,-20%,6%,-10%[59 µM]
CCCCn1c(N)c(N(CCC(C)C)C(=O)C2CCCN(C(=O)c3ccc(Cl)cc3)C2)c(=O)[nH]c1=O (stereo not given),9%,?,/,-14%,/,1%,-19%,11%,40µM*
O=C(c1ccco1)N1CCC2(CCN(Cc3cc(C(F)(F)F)cc(C(F)(F)F)c3)CC2)CC1,1%,/,-11%,/,/,/,-3%[60.1 µM],/,2%[12.7 µM]
CN(C)C1=NC(=O)/C(=C\c2ccccc2)S1,13%,-4%,-3%,-20%,33%[activator],20%,5%,1%,4%
Cc1cccc(C)c1NC(=O)N1CC=C(n2c(=O)[nH]c3ccccc32)CC1,-3%,7%,33%[activator],-8%,18%,-1%,-3%,1%,17%
Cc1cc2n(n1)C(c1ccc(N(C)C)cc1)Nc1ccccc1-2 (stereo not given),-2%,45µM*,-4%,-30%,-2%,14%,-10%,33%[activator],29%[59 µM]
O=C1CC(CCC(=O)NC2CC2)c2ccccc2N1 (stereo not given),0%,-10%,-1%,-2%,11%,64%[activator],-8%,-6%,-46%[59 µM]
COc1cc(N)c(Br)cc1C(=O)O,-2%,4%,0%,3%,11%,-9%,-18%,-11%,46%
O=C(Cn1c(=O)n(Cc2ccc(Cl)cc2)c(=O)c2cccnc21)Nc1ccccc1C(F)(F)F,/,-12%,-1%,1%,26%,-7%,-1%,4%,-5%[59 µM]
COc1cccc(CN(C)C(=O)CNC(=O)c2ccc(-c3ccccc3)cc2)c1OC,-15%,-21%,-10%,-8%,1%,45%[activator],2%,0%,45µM*
COc1ccc(CNC(=O)c2sc3nc4n(c(=O)c3c2C)CCCC4)cc1,/,89µM*,-4%,/,-9%,6%,-10%,45µM*,14µM*
COc1ccc(C)cc1NS(=O)(=O)c1cc(Br)cc2c1N(C(C)=O)C(C)C2 (stereo not given),/,-20%,-3%,-11%,24%,-11%,0%,-9%,-29%[59 µM]
COc1ccc(N2C(=O)CSCC2=O)cc1OC,2%,-19%,-1%,-11%,0%,31%[activator],-14%,-1%,-33%
Cc1cccc(Cn2c(SCc3ccc(C(=O)NCc4cccs4)cc3)nc3ccncc32)c1,/,-13%,-3%,2%,1%,8%,-6%,0%,-4%[59 µM]
COc1ccc(C2CCN(Cc3cccnc3)CC2O)cc1 (stereo not given),-7%,-7%,-1%,-10%,3%,?,?,-29%,-33%
Cc1cc(C)cc(NC(=O)c2cccc3c2C(=O)N(C2CCCCC2)C3)c1,-21%,-14%&-6%,-2%&0%,-5%&-17%,50%&7%,-17%&12%,-1%&-1%,-6%,-26%[59 µM]
CCOc1ccc(N2C(=O)S/C(=C\c3ccc(O)c(OC)c3)C2=O)cc1,-19%,-8%,-6%,-13%,-33%,-20%,-2%,-2%,2%
ON=C1c2ccccc2-c2ccc(O)cc21,/,?,/,-14%,/,-17%,-2%,/,/
CCc1ccccc1NC(=S)N(Cc1cccnc1)Cc1ccco1,-6%,-13%,-1%,-11%,16%,38%[activator],-9%,-15%,-5%[59 µM]
COc1cccc(C(=O)NC(=S)N2CCN(c3ccc(C(F)(F)F)cc3[N+](=O)[O-])CC2)c1,-11%,-14%,2%,-3%,15%,23%,0%,-6%,52%[activator][59 µM]
CCOC(=O)c1nc2cc3n(c(C)c-2c1C)C(C)C(C)=C3C (stereo not given),-6%,-18%,56%[activator],-10%,4%,55%[activator],-19%,-1%,-39%[12.7 µM]
CC(NC(=O)CN1C(=O)NC2(CCCCC2)C1=O)c1ccc(S(N)(=O)=O)cc1 (stereo not given),/,4%,/,-19%,/,-9%,0%,/,/
Cc1ccc(NC(=S)N2CCN(S(C)(=O)=O)CC2)cc1,-7%,-10%,3%,-6%,35%,-10%,-2%,-3%,/
O=C(CSc1nc(-c2ccccc2)nc2c1Cc1ccccc1O2)N1CCCCC1,/,-8%,-4%,-24%,-15%,35%[activator],-9%,-22%,6%[59 µM]

# Nine successive entries out of the list so far, quoted:
SMILES,APEX1 inh,JMJD2A Tudor,BLM inh,Pol eta inh,Pol beta inh,Pol iota inh,POLK inh,BAZ2B inh,G9a block
Cc1cc(C)cc(NC(=O)c2cccc3c2C(=O)N(C2CCCCC2)C3)c1,-21%,-14%&-6%,-2%&0%,-5%&-17%,50%&7%,-17%&12%,-1%&-1%,-6%,-26%[59 µM]
CCOc1ccc(N2C(=O)S/C(=C\c3ccc(O)c(OC)c3)C2=O)cc1,-19%,-8%,-6%,-13%,-33%,-20%,-2%,-2%,2%
ON=C1c2ccccc2-c2ccc(O)cc21,/,?,/,-14%,/,-17%,-2%,/,/
CCc1ccccc1NC(=S)N(Cc1cccnc1)Cc1ccco1,-6%,-13%,-1%,-11%,16%,38%[activator],-9%,-15%,-5%[59 µM]
COc1cccc(C(=O)NC(=S)N2CCN(c3ccc(C(F)(F)F)cc3[N+](=O)[O-])CC2)c1,-11%,-14%,2%,-3%,15%,23%,0%,-6%,52%[activator][59 µM]
CCOC(=O)c1nc2cc3n(c(C)c-2c1C)C(C)C(C)=C3C (stereo not given),-6%,-18%,56%[activator],-10%,4%,55%[activator],-19%,-1%,-39%[12.7 µM]
CC(NC(=O)CN1C(=O)NC2(CCCCC2)C1=O)c1ccc(S(N)(=O)=O)cc1 (stereo not given),/,4%,/,-19%,/,-9%,0%,/,/
Cc1ccc(NC(=S)N2CCN(S(C)(=O)=O)CC2)cc1,-7%,-10%,3%,-6%,35%,-10%,-2%,-3%,/
O=C(CSc1nc(-c2ccccc2)nc2c1Cc1ccccc1O2)N1CCCCC1,/,-8%,-4%,-24%,-15%,35%[activator],-9%,-22%,6%[59 µM]

# Further compounds follow.
SMILES,APEX1 inh,JMJD2A Tudor,BLM inh,Pol eta inh,Pol beta inh,Pol iota inh,POLK inh,BAZ2B inh,G9a block
CC(C)Sc1cc(N2CCOCC2)nc(-c2ccc(Cl)cc2)n1,1%,15%,-1%,-1%,83%,18%,5%,3%,52%[activator]
COc1ccc(CCCc2n[nH]c(=S)n2C)cc1C,1%,5.6µM*,-4%,-9%,3%,-4%,4%,-24%,11µM*
CC1=C(C(=O)Nc2ccc(F)cc2)C(c2ccc(C)o2)C2=C(CC(C)(C)CC2=O)N1 (stereo not given),9%,-6%,-5%,-5%,1%,-5%,-10%,4%,50µM*
Cc1c(C(=O)N2CCCCC2)c(S(=O)(=O)Nc2ccc(F)cc2F)c(C)n1C,44%[activator],-10%,-1%,-18%,-2%,2%,4%,-21%,14%[59 µM]
CCOC(=O)c1c(C(=O)OCC)c(C)n(CCc2ccc(OC)c(OC)c2)c1C,2%,-16%,-8%,-8%,-1%,9%,-13%,-36%,-2%
CCC(=O)c1ccc(OCC(=O)OCC(=O)NCc2cccs2)cc1,-12%,-14%,/,-5%,/,15%,-6%,-3%,?
CCNc1nc(NCC)n2c(SCC(=O)Nc3ccccc3F)nnc2n1,11%,-11%,/,-15%,/,-8%,-1%,8%,-13%[0.501 µM]
Cc1cc(C)n2nc(SCc3ccc(C#N)cc3)nc2n1,21%,-9%,-3%,1%,32%,138%[activator],-9%,5%,25%
CS(=O)(=O)N1CCCC(C(=O)Nc2ccc(F)cc2F)C1 (stereo not given),-1%,-15%,-1%,-12%,13%,-10%,-9%,13%,-4%
CCCN(C(=O)CSc1nnnn1C)C1CCS(=O)(=O)C1 (stereo not given),-4%,-4%,-1%,-5%,-1%,139%[activator],-8%,-17%,-7%
COc1ccccc1Cn1c(=S)[nH]c2cc(C(=O)N3CCC(C(N)=O)CC3)ccc2c1=O,7%,-7%,-4%,-17%,-3%,33%[activator],8%,-13%,79µM*
CCN(CC)CCCNC(=O)c1nn(C)c2c1CS(=O)(=O)c1ccccc1-2,/,-15%,-2%,-18%,-9%,5%,-13%,-7%,25µM*
CCOC(=O)c1csc(NC(=O)CN2CCOCC2)n1,-6%,-6%,4%,-5%,48%,?,-8%,2%,-2%
Cc1ccc(NC(=O)c2ccnc(C(C)(C)C)c2)cc1,-1%,-8%,0%,-9%,0%,-6%,1%,2%,-10%[59 µM]
O=C(NC(=S)NCc1ccccc1)C1CC1,5%,-12%[57.1 µM],-5%,-2%,25%,-17%,2%,-2%,-7%
O=C(Nc1ccccc1N1CCOCC1)c1ccc(OCc2cscn2)cc1,9%[12.4 µM],-9%,-3%,-9%,23%,23%,-5%,-2%,-3%[59 µM]
CC1CCN(S(=O)(=O)c2cnc[nH]2)CC1,66%[activator],-18%,1%,0%,22%,-27%,-11%,-14%,41%[activator]
O=C(c1cccc(C(F)(F)F)c1)C1CCCN(Cc2cccc(OCCO)c2)C1 (stereo not given),0%,-10%&-16%,-9%,-23%,33%,18%&-6%,-4%&-22%,-11%,/
O=C(O)C1C2C=CC(C3CC23)C1C(=O)O (stereo not given),?,-19%,4%,-3%,?,?,-8%,9%,-6%[59 µM]
